# Nrf2 ARE act: activates Nrf2 signaling | AID 624171 | AREc32 ARE-luciferase reporter (MCF7-derived line), luminescence, 24 h | Potency, µM (series often up to 46.1 µM), without a hit: top-dose activation, usual class: activators | 410,000 compounds, 0.31% hits; further: potency means the concentration at half of the fitted maximal effect; % of control where 0% means no effect; nearly all actives have a fitted effect of over 65% in size
#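 For detection, Steady-Glo was added and plates sat 30 min at RT; before that, AREc32_Fluc cells grown overnight in OPTI-MEM/5% FBS had been treated with 23 nL compound for 24 hr at 37 deg C.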
# MmCpn inh: M. maripaludis TRiC chaperonin inhibition | purified Mm-Cpn ATPase, ADP Transcreener TR-FRET | Potency, µM (series often up to 76.9 µM), inactives show top-dose activity, negative = inhibition, actives largely listed as inhibitors | 330,000 compounds, 0.031% hits | AID 504842; further: potency means the concentration at half of the fitted maximal effect; on the % scale 0 is the no-effect control and ±100 the full control effect; nearly all actives have a fitted effect of over 80% in size
#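 Eu-cryptate anti-ADP/ADP-d2 competition gives a ratio inversely related to ADP. Enzyme at 25 nM was pre-exposed to compound for 10 min, then given 10 uM ATP for 30 min, 37°C throughout.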
# A549 tox: kills or reduces viability of A549 cells in Nrf2 counter-screen. A549 ARE-Fluc cells, CellTiter-Fluor viability, 18-24 h. 390,000 compounds, 0.16% hits. Potency, µM (doses to about 46 µM), without a hit: at the top dose activity change, negative = cytotoxicity, most hits filed as inhibitors; further: potency means the concentration at half of the fitted maximal effect; on the % scale 0 is the no-effect control and ±100 the full control effect
#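 A549 ARE-Fluc cells in 5% FBS OPTI-MEM, 5000 cells/well, rested 2 h then exposed to compounds in concentration-response for 18-24 h at 37 °C. Viability by CellTiter-Fluor fluorescence (Ex 405/Em 525) after 30 min; luciferase luminescence (BugLite, 15 min, RT) read afterwards.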
# HepG2 viability: counter-screen for TGF-b inhibitors: cytotoxicity in HepG2 cells | HepG2 CAGA-GFP viability, ATP luminescence, 18 h | 410,000 compounds, 0.76% hits | Potency, µM (top dose mostly 46.1 µM), without a hit: at the top dose activity change, negative = cytotoxicity, actives largely listed as cytotoxic; further: potency means the concentration at half of the fitted maximal effect; some results filed as inactive show a strong effect at the top dose
#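 HepG2 CAGA-GFP cells (1000/well, DMEM with 1% FBS) received compound, then TGF-beta at 500 pg/mL final, and were incubated 18 hours at 37 degrees C. Viability was read by CellTiter-Glo luminescence. Media-only wells were set as complete cell-killing and DMSO as no toxicity.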
# CCT modulator: modulators of cytosolic chaperonin (CCT/TRiC) activity | 360,000 compounds, 0.3% hits | purified chaperonin ATPase assay, HTRF ADP detection, 30 min | activity change, % (concentration not given with the values), hits read low; in the data active means activity change below about -30%; further: on the % scale 0 is the no-effect control and ±100 the full control effect
#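 We incubate TRiC, 40 or 20 nM final, with library compounds at 76 uM and 10 uM ATP for 30 min at 37 °C. ADP formed is detected with Transcreener HTRF reagents after 30 min at room temperature.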
# Akt phos inh: Akt phosphorylation inhibition. AID 651550. Neuro2A IGF-stimulated pAkt S473 HTRF, 20 min; hits give low values. 360,000 compounds, 0.32% hits. activity change, % for hits at 50 µM; in the data active means activity change below about -80%; inconclusive means mostly about -51% to -80%; further: on the % scale 0 is the no-effect control and ±100 the full control effect
#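 Neuro2A cells in DMEM with 0.5% FBS, overnight at 37 deg C, given compound at single 50 µM final, then IGF (6 nM final) for 20 min at 37 deg C. Lysed; phospho-Akt Ser473 by HTRF after 24 h, 665/615 ratio.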
# TGFb inhibitor: TGF-b pathway inhibition | HepG2 CAGA-GFP TGF-b/SMAD3 reporter, GFP fluorescence, 18 h; TGF-beta stimulated, 500 pg/mL final | Potency, µM (series often up to 46.1 µM), without a hit: at the top dose activity, negative = inhibition, usual class: inhibitors | 410,000 compounds, 1.2% hits | AID 588855; further: potency means the concentration at half of the fitted maximal effect; on the % scale 0 is the no-effect control and ±100 the full control effect; nearly all actives have a fitted effect of over 65% in size
#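 TGF-beta reporter screen: HEPG2 CAGA-GFP, 1% FBS, 500 pg/mL TGF-beta final, 18 h; per-cell GFP summed per well; curves fitted and categorized by class.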
# Nrf2 inh: blocks Nrf2 signaling. A549 ARE-Fluc reporter, luciferase luminescence, 18-24 h. Potency, µM (highest dose often 46 µM), without a hit: top-dose activity change, negative = inhibition, actives largely listed as inhibitors. 360,000 compounds, 2.1% hits; further: potency means the concentration at half of the fitted maximal effect; on the % scale 0 is the no-effect control and ±100 the full control effect; nearly all actives have a fitted effect of over 60% in size
#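 Two sequential reads on A549 ARE_Fluc cells exposed to compound for 18-24 h: a CellTiter-Fluor fluorescence read for viability, then a luciferase luminescence read for Nrf2/ARE activity.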
# S2 tox: reduces viability in counter-screen for ATXN expression inhibitors; S2 cells (HEK-293 line with an ATXN2-luciferase reporter) viability, CellTiter-Fluor protease fluorescence, 24 h; Potency, µM (series often up to 56.7 µM), most hits filed as cytotoxic; 400,000 compounds, 0.49% hits; AID 651635; further: potency means the concentration at half of the fitted maximal effect; nearly all actives have a fitted effect of over 40% in size
# Starred values were filed as active, the others as inactive; i = inactive; ? = inconclusive; nt = no result given; [ ] = remark or other dose. Unless noted, the call rests on the fitted dose curve; in most records, active means well fitted curve in the direction sought with a large enough effect; inconclusive means small, poorly fitted or top-dose-only effect, or another doubt; inactive means no such curve, though single readings can be large; an effect the other way counts as inactive or inconclusive.
SMILES,Nrf2 ARE act,MmCpn inh,A549 tox,HepG2 viability,CCT modulator,Akt phos inh,TGFb inhibitor,Nrf2 inh,S2 tox
O=[N+]([O-])c1ccc2nc(-c3ccccc3)oc2c1,?,0.1%,27.5%,5.4%,0.6,i,-11.3%,?,i
CN(CC(=O)NCCc1ccccc1)S(=O)(=O)c1ccccc1,0.8%,-2.1%,11.5%,6.6%,2.4,i,14.0%,-12.1%,i
CSc1ccccc1NC(=O)c1cccc(S(=O)(=O)N2CCN(C)CC2)c1,-0.2%,-0.3%,8.2%,2.4%,-0.2,i,-5.2%,-9.0%,i
CC(C)(C)c1nnc2sc(SCC(=O)c3ccc(Cl)cc3)nn2c1=O,?,?,-5.5%,-38.4%,0.1,nt,-17.2%,4.5%,i
COc1ccccc1C(=O)NNC(=O)C1CC=CCC1 (stereo unspecified),0.2%[9.22 µM],-0.2%,11.3%,-14.4%,-0.1,i,14.4%,1.2%,i
N#Cc1c(NCCN)nc(NCc2ccccc2)c2c1CCN(Cc1ccccc1)C2,0.4%,-1.4%,-2.3%,-24.3%,-1.9,i,8.4%,-12.8%,i
CC(=O)c1ccccc1OCC(O)Cn1ccnc1 (stereo unspecified),-0.1%,-0.5%,1.7%,4.1%,-1.5,i,1.5%,23.2%,i
CC#CCCC(=O)N1C=Cc2ccccc2C1C#N (stereo unspecified),-0.4%,-0.4%,0.5%,-3.0%,-4.5,i,?,-1.0%,i
CN(NC1OC(=O)c2ccccc21)c1ncc(Cl)cc1C(F)(F)F (stereo unspecified),3.0%,1.1%,-2.8%,7.7%,-3.0,i,7.3%,-0.7%,i
COc1ccc(C(=O)C2CCN(C(=O)Nc3ccc(C)cc3)CC2)cc1,3.0%,-4.1%,-8.6%,-45.1%,1.2,i,?,?,i
Cc1nn(S(=O)(=O)N2CCCCC2)c(C)c1Br,-0.2%,0.5%,-2.9%,-42.6%,-0.2,nt,-2.2%,?,i
O=C(c1ccccc1)c1ccc2nc(-c3ccco3)c(-c3ccco3)nc2c1,?,-0.2%,?,-6.4%,0.8,i,?,19.6%,nt
CCOc1ccccc1NC(=O)CN1Cc2ccccc2C1=O,-0.1%,nt,-2.2%,1.5%,nt,nt,14.9%,16.5%,nt
CN(CC(=O)Nc1ccccc1Cl)S(=O)(=O)c1ccc(C(=O)N2CCOCC2)s1,-1.2%,nt,-16.9%,-27.0%,nt,nt,-14.6%,nt,i
Cn1c(SCC(=O)N2CCCCCC2)nc2c(c1=O)SCC2,2.5%,-5.1%,2.3%,-18.4%,0.3,i,-11.1%,?,i
COc1ccc(NC(=O)Nc2ccc(OCc3ccccc3)cc2)cn1,5.4%,-0.1%,-5.9%,-36.3%,0.5,i,-0.3%,?,i
O=C(C1=C(O)C(=O)N(Cc2ccco2)C1c1cccnc1)c1cc2ccccc2o1 (stereo unspecified),5.4%,-21.0%,?,4.0%,-0.7,-82.1%*,26.2%,-3.3%,i
COc1ccc(CC(O)CC2c3c(cc4c(c3OC)OCO4)CCN2C)cc1 (stereo unspecified),-1.4%,1.4%,11.5%,-41.9%,-2.1,i,10.0%,6.4%,i
COc1ccc(N(Cc2ccccc2)N=O)cc1,2.0%,-4.1%,8.1%,-23.5%,1.2,i,-6.2%,1.1%,i
Cc1ccc(S(=O)(=O)N2C[C@H]3[C@H]4C(=O)N(c5ccccc5)C(=O)[C@H]4C[C@H](OC(=O)Nc4c(C)noc4C)[C@@]3(O)C2)cc1,-0.5%,nt,nt,0.7%,-2.8,i,1.5%,nt,i
O=S(=O)(c1cnccc1N1CCN(CCO)CC1)N1CCCCC1,-0.6%,-3.6%,-0.2%,4.2%,0.6,i,8.1%,0.9%,i
O=C(O)c1ccc2oc(=O)c(S(=O)(=O)c3ccccc3)cc2c1,?,-12.0%,-4.2%,5.9%,-3.2,i,4.0%,2.4%,i
Cc1ccccc1Nc1nc(Cl)nc(NC(C)(C)C)n1,3.0%,nt,nt,-20.1%,1.4,i,-0.1%,nt,?
Cc1ccc([C@H]2N[C@]3(CCCN(Cc4cccn4C)C3=O)[C@H]3C(=O)N(C)C(=O)[C@@H]23)cc1,-0.7%,nt,nt,20.5%,-0.9,i,-4.9%,nt,i
O=C(CCCc1nc(-c2ccco2)no1)Nc1ccccc1[N+](=O)[O-],24.8%,nt,-4.3%,-14.1%,nt,nt,17.4%,-20.0%,nt
COc1ccccc1C(=O)NNC(=O)c1ccc(C)cc1,4.4%,1.2%,-9.2%,-3.4%,3.2,i,13.9%,-1.6%,i
CC(C)c1nc(SCC(=O)Nc2nc3c(s2)CCCC3)c2ccccc2n1,2.2%,-14.1%,-5.8%,-24.0%,-0.7,i,0.6%,?,?
CCn1c(=O)n(CC)c2cc(N3CCCC3)c(NC(=O)c3cccc(Cl)c3)cc21,-0.4%,-1.1%,-16.6%,-15.5%,-0.4,i,-2.9%,-26.9%,i
COc1ccc(S(=O)(=O)N2CCC(C(=O)NCCCc3ccccc3)CC2)cc1,-0.4%,1.6%,2.0%,-3.0%,-7.9,i,-1.3%,-15.4%,i
C[C@H]1CN=C(N(C)C)N1CCc1ccc(F)cc1,-1.2%,1.3%,-4.2%,3.4%,-1.3,i,-4.5%,-10.9%,i

# Arranged by the number under Nrf2 ARE act (lowest first): three from the list above
Structure	Nrf2 ARE act	MmCpn inh	CCT modulator	Akt phos inh	TGFb inhibitor
Cc1ccc([C@H]2N[C@]3(CCCN(Cc4cccn4C)C3=O)[C@H]3C(=O)N(C)C(=O)[C@@H]23)cc1	-0.7%	nt	-0.9	i	-4.9%
O=C(C1=C(O)C(=O)N(Cc2ccco2)C1c1cccnc1)c1cc2ccccc2o1 (stereo unspecified)	5.4%	-21.0%	-0.7	-82.1%*	26.2%
O=C(CCCc1nc(-c2ccco2)no1)Nc1ccccc1[N+](=O)[O-]	24.8%	nt	nt	nt	17.4%

# The results go on:
SMILES,Nrf2 ARE act,MmCpn inh,A549 tox,HepG2 viability,CCT modulator,Akt phos inh,TGFb inhibitor,Nrf2 inh,S2 tox
COc1ccc(CN2C(=O)CN=C2Nc2cccc(C)c2C)cc1,0.1%,0.5%,-8.0%,-31.1%,1.4,i,-15.6%,-16.1%,i
CC(=O)c1ccc(NS(=O)(=O)c2ccc([N+](=O)[O-])cc2)cc1,-0.1%,nt,0.8%,-1.4%,-2.3,i,-1.2%,-4.2%,i
S=c1[nH]c2cnc(Cl)nc2[nH]1,-0.4%,nt,-4.2%,-3.8%,-2.9,i,25.2%,-4.3%,i
CC(C)CNC(=O)C1CCN(Cc2ccc(OCc3ccccc3)cc2)CC1,0.7%[9.22 µM],2.1%,-20.3%,-17.5%,-0.2,i,0.4%,22.4%,i
O=[N+]([O-])c1ccc(O)c(Nc2c([N+](=O)[O-])ccc3nonc23)c1,0.6%,-4.5%,?,-19.3%,-2.2,i,?,?,?
Cc1cc(NC(=O)COn2nnc3ccc(S(C)(=O)=O)cc32)ccc1Br,?,0.9%,?,-44.6%,0.5,i,?,-19.8%,?
COc1cc(/C=C/C(=O)c2cccc([N+](=O)[O-])c2)cc(OC)c1OC,-1.9%,2.9%,5.6%,-100.5%,1.7,i,?,8.3%,?
CCOc1ccc(-c2cn3ccccc3n2)cc1[N+](=O)[O-],3.0%,-0.7%,-4.4%,-32.6%,-2.7,i,?,11.6%,?
Cc1ccc(S(=O)(=O)N2CCCCC2)cc1C(=O)N(CCc1ccccc1)Cc1ccccc1,0.3%,0.7%,-9.4%,-53.2%,-2.9,i,?,?,i
COc1cccc(C2CC(c3ccccc3)Nc3ncnn32)c1 (stereo unspecified),-0.7%,3.0%,-1.6%,-20.6%,-3.0,i,-2.6%,-17.0%,i
COC(=O)N1CCCc2cc(C)ccc21,0.1%,1.0%,3.0%,-3.5%,0.7,i,-16.6%,21.7%,i
O=C(CN(C(=O)CNC(=O)c1cccs1)c1ccccc1F)NC1CCCC1,-0.5%,0.0%,-0.2%,5.6%,1.6,i,5.1%,4.1%,i
Cc1cc(=O)n2nc(N3CCC(C(=O)Nc4cccc(Cl)c4C)CC3)sc2n1,-0.6%,2.5%,0.2%,7.9%,-1.5,i,19.6%,-14.5%,i
CN(C(=O)CSc1nnc(CN2CCCC2)n1Cc1ccccc1)c1ccccc1,0.4%,-0.5%,-4.4%,-2.3%,-1.8,i,-2.1%,-5.5%,i

# Structural class: the compounds so far with a Cl atom (seven)
SMILES,Nrf2 ARE act,MmCpn inh,A549 tox,HepG2 viability,CCT modulator,Akt phos inh,TGFb inhibitor,Nrf2 inh,S2 tox
CC(C)(C)c1nnc2sc(SCC(=O)c3ccc(Cl)cc3)nn2c1=O,?,?,-5.5%,-38.4%,0.1,nt,-17.2%,4.5%,i
CN(NC1OC(=O)c2ccccc21)c1ncc(Cl)cc1C(F)(F)F (stereo unspecified),3.0%,1.1%,-2.8%,7.7%,-3.0,i,7.3%,-0.7%,i
CN(CC(=O)Nc1ccccc1Cl)S(=O)(=O)c1ccc(C(=O)N2CCOCC2)s1,-1.2%,nt,-16.9%,-27.0%,nt,nt,-14.6%,nt,i
Cc1ccccc1Nc1nc(Cl)nc(NC(C)(C)C)n1,3.0%,nt,nt,-20.1%,1.4,i,-0.1%,nt,?
CCn1c(=O)n(CC)c2cc(N3CCCC3)c(NC(=O)c3cccc(Cl)c3)cc21,-0.4%,-1.1%,-16.6%,-15.5%,-0.4,i,-2.9%,-26.9%,i
S=c1[nH]c2cnc(Cl)nc2[nH]1,-0.4%,nt,-4.2%,-3.8%,-2.9,i,25.2%,-4.3%,i
Cc1cc(=O)n2nc(N3CCC(C(=O)Nc4cccc(Cl)c4C)CC3)sc2n1,-0.6%,2.5%,0.2%,7.9%,-1.5,i,19.6%,-14.5%,i

# From PubChem
